FN deposition inh: inhibitors of fibronectin matrix deposition, primary screen, AH1F cells, Alexa488-fibronectin fluorescence, plate reader | inhibition, % at 12.6 µM | hit rate 0.086% among 350,000 | AID 743247, 2014 | AH1F fibroblasts, overnight;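 active means mean inhibition across replicates of 30% or more, regardless of how many single replicates reach that level; inconclusive means mean under 30% yet at least half of replicates reach 30%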;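 further: positive control wells lacked labelled fibronectin entirely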
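Material: AH1F fibroblast monolayer depositing Alexa488-labelled fibronectin into matrix | Input: 10000 AH1F cells/well | Medium: DMEM plus 2% serum, read in PBS | Reagent: Alexa488-fibronectin, 24 nM final in well | Compound dosing: One dose per compound, pinned | Schedule: 1 h adhesion, overnight exposure | Measured by: Fluorescence at 485 nm excitation, 525 nm emission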
PAX8 reporter: inhibitors of PAX8-driven TPO luciferase reporter, primary screen, RMG-I cells, single concentration | SteadyGlo, 24 h | inhibition, % at 12.6 µM | hit rate 1.2% among 360,000 | AID 652154, 2013;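 active means mean replicate inhibition at least 60% with every replicate also reaching 60%; inconclusive means only one of the two criteria is met; inactive means mean below 60% and not all replicates reaching 60%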;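 further: luciferase light reporting Pax8 driven TPO promoter activity; plate controls were median of neutral control wells for no effect and mitoxantrone controls for full effect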
Casp6 inh: human caspase-6 inhibitors, primary screen, biochemical, VEID-R110 fluorescence, single point, set 2; purified caspase-6, Z-VEID-R110 cleavage fluorescence; inhibition, % at 12.5 µM; hit rate 0.53% among 350,000; P55212; AID 686996, 2013;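 active means mean inhibition across replicates at least about 35%, with every replicate also reaching that limit, limit read from the data; inconclusive means only one of the two criteria met; inactive means neither criterion met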;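 further: 0% = median of neutral control wells and 100% = no fluorescence left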
Target sequence (P55212 24-179 limits assumed): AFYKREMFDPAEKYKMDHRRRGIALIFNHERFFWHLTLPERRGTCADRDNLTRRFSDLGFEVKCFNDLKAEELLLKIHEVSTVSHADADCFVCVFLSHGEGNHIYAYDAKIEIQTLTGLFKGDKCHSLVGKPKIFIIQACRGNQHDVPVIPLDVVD
Target sequence (P55212 194-293 limits assumed): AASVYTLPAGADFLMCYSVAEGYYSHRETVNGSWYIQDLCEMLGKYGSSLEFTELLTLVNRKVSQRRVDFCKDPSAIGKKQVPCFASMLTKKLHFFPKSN
Cneo AK release: Cryptococcus neoformans cell lysis inducers, primary screen, AK release luminescence, single concentration | lysis activity, % at 15 µM | AID 651654, 2012 | hit rate 0.2% among 360,000 | C. neoformans lysis, adenylate kinase release luminescence, 4 h; normalised: neutral wells 0, clomiphene wells 100;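 active means mean lysis activity across replicates of at least 80%, whatever share of replicates individually reach that level; inactive means mean lysis activity below 80%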
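read-out = cell lysis signal | test system = log-phase Cryptococcus neoformans yeast cells | input = cells at 5 × 10^6 per mL | medium = fresh YPD growth medium | signal = luminescent adenylate kinase detection reagent | timing = 4 h at 37 °C static, read 1 h later | dosing = single dose | controls = Clomiphene as positive lysis control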
miR-122 sensor: miR-122 Renilla sensor signal increase in Huh7, primary screen, miR-122 inhibitor project, cell-based, single point, plate reader | Huh7 miR-122 Renilla luciferase sensor, 48 h; neutral wells = 0, positive control = 100 | activation (reporter increase), % at 12.5 µM | hit rate 0.3% among 340,000 | AID 602342, 2012;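 active means mean replicate activation score at least 90 and every replicate individually at or above 90; inconclusive means only one of the two criteria met; inactive means neither criterion met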;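 further: higher luciferase means less miR-122 activity so hits act as miR-122 inhibitors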
EWS-Fli block: EWS/Fli-driven NR0B1 reporter inhibitors, primary screen, A673 cells, NR0B1 luciferase, luminescence, MLPCN library; viability-normalised; inhibition, % at 12.6 µM; hit rate 0.67% among 350,000; AID 651661, 2012;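 active means mean inhibition of at least 50% after viability correction, with every replicate also passing that limit; inconclusive means mean reaches 50% but only one of two replicates passes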;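 further: firefly luciferase signal divided by Alamar Blue viability fluorescence both relative to DMSO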
PGC1a acetyl inh: inhibitors of PGC1a acetylation signal, primary screen, cell-based, U2OS, AlphaScreen, inhibitor mode | AID 651687, 2012 | AlphaScreen anti-acetyl-lysine; with virally co-expressed GCN5 acetyltransferase | hit rate 0.17% among 350,000 | inhibition, % at 15.6 µM;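 active means every replicate shows inhibition of at least 40%; inconclusive means mean inhibition at least 40% but some replicate below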;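 further: 0% = neutral control wells and 100% = positive control wells; some results beyond the cut were filed as inactive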
LGR2 antag: inhibitors of bursicon-induced LGR2 CRE-luciferase signal, primary screen, cell-based, HEK293, CRE-luciferase reporter, bursicon stimulation | bursicon-stimulated, 4 h | inhibition, % at 9.99 µM | hit rate 0.35% among 380,000;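 active means drop in luminescence signal, shown as inhibition above about 50% in the replicate tests, limit read from the data, passing the limit was not always enough; inconclusive means probably only some replicates passing the limit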;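 further: agonist challenge used bursicon conditioned medium at about half maximal strength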
Numbers without * were called inactive; u = inconclusive; x = not tested or not shown; & = joins results of further samples; [ ] = remark or other dose.

SMILES | FN deposition inh | PAX8 reporter | Casp6 inh | Cneo AK release | miR-122 sensor | EWS-Fli block | PGC1a acetyl inh | LGR2 antag
N/C(=N\OC(=O)Cc1ccc([N+](=O)[O-])cc1)c1cccc(Br)c1 | -2 | 40 | 2 | x | x | -69 | x | 16
COc1ccc2[nH]cc(CCNS(=O)(=O)c3ccc(NC(C)=O)cc3)c2c1 | -11 | 11 | -3 | 10 | 4 | -6 | 3 | -18
CN(C)CC(=O)N1CC2(C1)[C@H](c1ccccc1)[C@H](CO)N2C(=O)C1CC1 | -3 | -39 | -4 | x | x | 6 | -1 | 6
Cc1ccccc1C(=O)N/C(=C/c1ccc(-c2cccnc2Cl)o1)C(=O)NCCCN1CCN(C)CC1 | x | 0 | x | 0 | 2 | x | -18 | x
COc1ccc(CNC(=O)COC(=O)/C=C/c2cccc(Br)c2)cc1OC | x | 10 | -2 | -1 | -3 | -1 | 0 | -31
CN(C)CC#Cc1ccc([C@H]2[C@H]3CN(C(=O)C4CCC4)CCCCN3[C@H]2CO)cc1 | x | 2 | -4 | 2 | -2[16.7 µM] | -3 | 1 | -7
CC=Cc1ccc2n(c1=O)C[C@@H]1[C@@H](CO)[C@H](C(=O)NC3CCCC3)N(Cc3nccs3)[C@H]21 (mixture of isomers) | x | 7 | -2 | 7 | 4[16.7 µM] | 1 | x | -14
COc1cc(CNC(C)c2ccccc2)cc(Br)c1OCc1ccccc1 (configuration not stated) | 4 | 13 | 1 | 13 | -1 | 38 | -28 | 13
COc1cccc(OCCCn2cc(/C=C3/C(=N)N4C=C(C)SC4=NC3=O)c3ccccc32)c1 | 7 | 8 | -4 | x | x | 5 | x | -3
CN(C)c1nc(N)nc(CSc2nc3c(c(=O)n(C)c(=O)n3C)n2Cc2ccccc2F)n1 | 7 | -11 | -7 | 1 | -5 | -5 | 1 | -4
C[C@@H]1CN([C@@H](C)CO)S(=O)(=O)c2ccc(C#CCC3CCCC3)cc2O[C@@H]1CN(C)C | 16 | x | -3 | 13 | 1[16.7 µM] | 17 | -3 | -7
CCOC(=O)C1(CCOc2ccccc2)CCN(Cc2ccncc2)CC1 | -6 | 23 | -1 | x | 3 | 19 | 1 | -15
Fc1cccc(F)c1CSc1nc2ccccc2[nH]1 | 6 | x | x | -10 | 9 | x | 0 | x
CCC1CN(C(=O)N2CCC(C(=O)NCCc3ccc(OC)cc3OC)CC2)c2ccccc2O1 (configuration not stated) | -9 | 12 | 0 | 0 | -6 | 3 | -10 | 2
COc1ccccc1COCC(O)CNCC1(N2CCCCC2)CCCCC1 (configuration not stated) | 4 | 3 | x | 0 | 0 | x | -5 | x
c1cnc2cc(-c3ccsc3)ncc2c1 | 1 | -86 | x | -1 | -3 | -65 | -2 | -12
Cc1ccc(C(=O)NCC2CCCN2S(=O)(=O)c2cccs2)cc1C (configuration not stated) | x | -9 | 0 | 1 | -3 | -11 | -5 | 2
CCn1c(C)c(/C=N/Nc2nc3ccccc3s2)c2ccccc21 | -2 | x | x | 3 | 4 | x | -11 | 11
O=C(COC(=O)c1ccc(CO)cc1)Nc1ccc(OC(F)F)cc1 | 9 | 10 | 3 | x | x | 7 | 4 | 13
O=C(O)c1cccc(N2C(=O)CSC2=S)c1 | -1 | -28 | 2 | 2 | -1 | 5 | 1 | 6
CC(C)[C@H]1COCCS(=O)(=O)N1Cc1ccccc1-c1ccccc1 | x | 0 | 6 | -1 | x | 6 | x | 12
O=C(CNC(=O)c1cncc(Br)c1)Nc1ccc(F)c(F)c1F | 3 | -3 | -1 | -3 | x | -2 | x | 12
C/C=C/c1ccc2c(c1)O[C@H](CN(C)C(=O)c1cccc(F)c1)[C@H](C)CN([C@@H](C)CO)S2(=O)=O | x | x | 3 | -1 | 10[16.7 µM] | -6 | 17 | 3
CC(=O)NC[C@H]1[C@@H](c2ccc(-c3cccnc3)cc2)[C@@H](CO)N1C(=O)CC1CC1 | -1 | x | 1 | x | x | x | 12 | 21
CCOC1=C2CN(S(=O)(=O)c3ccccc3)[C@@H](c3ccccc3)C[C@H]2[C@H]2C(=O)N(c3ccccc3)C(=O)[C@H]2C1 | -1 | -2 | 0 | x | x | -13 | x | 12
C[C@@H]1CCCCO[C@@H](CN(C)Cc2ccc(Cl)c(Cl)c2)[C@H](C)CN([C@@H](C)CO)C(=O)c2cc(NS(=O)(=O)c3ccc(Cl)cc3)ccc2O1 | 0 | 104* | -1 | 65 | -24[16.7 µM] | 9 | -22 | 8
CC(C)/C=N\NC(=O)CCCCC(=O)N/N=C/C(C)C | 7 | 11 | 0 | x | x | 1 | x | 11
CCCC#Cc1ccc2c(c1)O[C@@H](CN(C)Cc1ccc3c(c1)OCO3)[C@H](C)CN([C@H](C)CO)S2(=O)=O | -3 | x | 0 | 18 | 17[16.7 µM] | 26 | -38 | 14
CCC(=O)Nc1ccc2c(c1)C(=O)N(C)C[C@H](OC)[C@H](C)CN(C(=O)c1cnccn1)[C@H](C)CO2 | -21 | 0 | -2 | -4 | x | 3 | -7 | -10
COc1ccc(NC(=O)Nc2ccc3c(c2)C(=O)N([C@@H](C)CO)C[C@H](C)[C@H](CN(C)C(=O)NC(C)C)O3)cc1 | -6 | 8 | 1 | 5 | -3[16.7 µM] | -9 | -10 | 4
Cc1ccc(S(=O)(=O)N2CCOC2CNC(=O)C(=O)NCc2cccnc2)cc1 (configuration not stated) | -2 | -2 | 0 | 0 | 3 | 4 | -1 | -8
CCn1c(C)cc(O)cc1=O | -11 | -11 | 2 | x | x | 1 | 8 | -1
COc1ccc(NC(=O)Cn2c(=O)oc3cc(S(=O)(=O)N4CCCC4)ccc32)c(OC)c1 | -2 | 26 | 1 | 1 | -5 | 3 | 6 | 14
Cc1noc(C)c1COC(=O)c1cc(S(=O)(=O)N2CCOCC2)ccc1F | 9 | -3 | 1 | 2 | 3 | 0 | 15 | 12
O=C(c1ccccn1)N1CC2(C1)[C@H](c1ccccc1)[C@H](CO)N2Cc1ccc(Cl)cc1 | x | x | 1 | x | x | 0 | -3 | 17
NNC(=O)c1[nH]c2ccc([N+](=O)[O-])cc2c1-c1ccccc1 | 1 | -20 | 3 | 3 | 1 | 11 | x | 7

Later entries
Every second line gives: FN deposition inh	PAX8 reporter	Casp6 inh	Cneo AK release	miR-122 sensor	EWS-Fli block	PGC1a acetyl inh	LGR2 antag
CCc1ccc(Nc2nc(N3CCOCC3)nc(N3CCOCC3)n2)cc1
 : -1	15	-2	-2	-6	-5	0	25
O=C1C2=C(C(c3ccccc3)=NCCN2)C(c2cccc([N+](=O)[O-])c2)N1c1ccccc1 (configuration not stated)
 : 13	6	2	4	1	2	14	-2
O=C(O)CCN1C(=O)S/C(=C\c2cccnc2)C1=O
 : 2	-1	-4	x	x	-7	x	-2
COc1cc2cnc(-c3ccccc3)c(-c3ccc(C#N)cc3)c2cc1OC
 : 3	11	-2	-3	-13	22	x	-14
C[C@@H]1CN([C@H](C)CO)S(=O)(=O)c2ccc(-c3cccc(C#N)c3)cc2O[C@H]1CN(C)C(=O)Nc1ccccc1F
 : x	6	0	-2	-6[16.7 µM]	9	-11	-2
C[C@H]1CN([C@@H](C)CO)C(=O)c2cccc(NC(=O)CCCCCC(=O)Nc3ccccc3N)c2O[C@H]1CN(C)Cc1ccc(Cl)c(Cl)c1
 : 16	32	1	x	x	12	-15	-6
O=C(NC[C@H]1[C@H](c2ccccc2)[C@H](CO)N1C(=O)C1CCC1)NC1CCCC1
 : -13	-2	x	1	-7[16.7 µM]	-2	0	-1
CC1CC(C)CN(S(=O)(=O)c2ccc(NC(=O)CCN3C(=O)C4CC=CCC4C3=O)cc2)C1 (configuration not stated)
 : -5	2	4	0	-2	11	7	4
CCc1ccc(N(CC(=O)NC2CC2)S(=O)(=O)c2ccc(C)cc2)cc1
 : x	8	3	5	x	x	-2	-13
O=C(O)CCNC1C=CS(=O)(=O)C1 (configuration not stated)
 : 7	6	-1	-2	-3	24	2	2
O=c1[nH]c2ccccc2[n+]([O-])c1-c1ccccc1
 : 14	5	-2	-1	x	-9	x	-2
COC(=O)Nc1ccc(S(=O)(=O)Nc2ncccn2)cc1
 : -15	11	-1	x	x	4	x	1
CCC(C)N(C(=O)CSc1ncnc2c1cnn2-c1ccccc1)C1CCS(=O)(=O)C1 (configuration not stated)
 : -2	30	0	x	x	11	x	4
O=C(NCc1nnc(SCC(=O)N2CCCC2)o1)c1cccc(C(F)(F)F)c1
 : 3	x	2	0	-1	x	7	1
Cc1ccc(C(=S)N2CCN(Cc3ccccc3)CC2)s1
 : -3	-5	0	x	x	5	-6	2
CCN1[C@H](C(=O)N[C@@H](C)c2ccccc2)[C@@H](CO)[C@@H]2Cn3c(ccc(-c4cccc(F)c4)c3=O)[C@@H]21
 : x	x	1	-2	-4[16.7 µM]	-1	x	-8
O=C(CSc1nc(=O)[nH]c2c1CCCC2)Nc1ccc(F)cc1F
 : -4	8	-6	-9	-11	-7	-2	-14
CC(C)[C@H](NC(=O)c1ccc(C(C)(C)C)cc1)C(=O)Nc1nnc(C2CC2)s1
 : 7	1	x	1	7	x	11	11
CCOC(=O)C1CCN(S(=O)(=O)c2ccc3c(c2)N(C)C(=O)CC(=O)N3C)CC1
 : 5	4	0	-2	6	0	-11	4
CCOC(=O)c1sc2ncnc(NCC(c3cccs3)N(C)C)c2c1C (configuration not stated)
 : x	14	x	5	5	x	-1	x
CC(=O)Nc1nc(C)c(Oc2ccc(Cl)cc2)c(=O)[nH]1
 : 8	5	3	4	x	1	u	x
Cc1cccc(/C=C/c2nc3ccccc3c(=O)[nH]2)c1
 : 5	-69	2	x	-1	11	-1	x
COc1ccc(S(=O)(=O)N[C@H]2CC[C@H](CCNC(=O)c3ccccc3F)O[C@@H]2CO)cc1
 : -3	0&2	2&0	1	x	-1&-1	-11	-7&-8

Structural class: those above with bromine.
Every second line gives: FN deposition inh	PAX8 reporter	Casp6 inh	Cneo AK release	miR-122 sensor	EWS-Fli block	PGC1a acetyl inh	LGR2 antag
N/C(=N\OC(=O)Cc1ccc([N+](=O)[O-])cc1)c1cccc(Br)c1
 : -2	40	2	x	x	-69	x	16
COc1ccc(CNC(=O)COC(=O)/C=C/c2cccc(Br)c2)cc1OC
 : x	10	-2	-1	-3	-1	0	-31
COc1cc(CNC(C)c2ccccc2)cc(Br)c1OCc1ccccc1 (configuration not stated)
 : 4	13	1	13	-1	38	-28	13
O=C(CNC(=O)c1cncc(Br)c1)Nc1ccc(F)c(F)c1F
 : 3	-3	-1	-3	x	-2	x	12

Screening results deposited in PubChem by Broad Institute.
